Polio RdRp inh: poliovirus RdRp elongation inhibitors, primary screen, biochemical, fluorescence polarization, total intensity; Genome polyprotein (Poliovirus type 1 (strain Mahoney)), P03300; poliovirus polymerase elongation; hits give low values; % elongation, % (compound at 16.7 µg/mL); actives 0.66% (n = 150,000); AID 588519, 2011; in the data active = % elongation below about 90%; also: some results filed as inactive read as strong as hits
Target sequence (P03300 1749-2209 limits assumed): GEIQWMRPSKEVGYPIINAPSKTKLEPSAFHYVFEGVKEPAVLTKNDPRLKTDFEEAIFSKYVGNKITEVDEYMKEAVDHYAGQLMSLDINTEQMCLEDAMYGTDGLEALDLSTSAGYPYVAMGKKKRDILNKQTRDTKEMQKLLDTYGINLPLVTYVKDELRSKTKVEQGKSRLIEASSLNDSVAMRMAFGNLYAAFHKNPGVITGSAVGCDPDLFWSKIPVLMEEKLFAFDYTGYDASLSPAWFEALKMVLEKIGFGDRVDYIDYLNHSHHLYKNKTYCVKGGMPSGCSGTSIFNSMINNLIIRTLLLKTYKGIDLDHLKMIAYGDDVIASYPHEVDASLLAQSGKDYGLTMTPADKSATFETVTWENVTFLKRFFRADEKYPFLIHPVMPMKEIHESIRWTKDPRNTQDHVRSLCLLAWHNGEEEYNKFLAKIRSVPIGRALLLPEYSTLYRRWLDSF
Polio RdRp inh FP z-score: recorded beside Polio RdRp inh, whose call it bears; z-score; measured here: FP z-score; hits read low
* = called active by the depositor; & = joins results of further samples.

canonical_smiles,Polio RdRp inh FP z-score,Polio RdRp inh
Cc1ccsc1C(=O)OCC(=O)N(C)c1ccccc1,-0.6,100
CC(C)c1ccc(NC(=O)C2CC(=O)N=C(N)S2)cc1 (stereo not given),-1,99
O=C(NCc1ccc(Cl)cc1)c1cc2sccc2n1Cc1ccc(F)cc1,0.2,102
CC(C)c1noc(-c2ccccc2OCC(=O)Nc2cccc([N+](=O)[O-])c2)n1,-1,103
O=C(CC1N=C2c3ccccc3N=C(SCc3ccc(Cl)cc3)N2C1=O)NC1CCCCC1 (stereo not given),0.1,108
S=c1nc[nH]c2c1cnn2-c1ccccc1,-0.3,102
O=C(Nc1cccc(-c2nnc3n2CCCCC3)c1)C1=CN2CCS(=O)(=O)N=C2C=C1,0.1,104
COc1ccc(NC(=O)CSc2nc(-c3cc(OC)c(OC)c(OC)c3)[nH]c2-c2ccc(F)cc2)cc1,-0.8,109
CCCC12CN3CC(CCC)(CN(C1)C3c1ccc(OC(C)C)cc1)C2=O (stereo not given),0,110
CSc1ccc(CCNC(=O)c2ccc3c(Cl)c4c(nc3c2)CCCC4)cc1,0.2,105
Cc1ccc(S(=O)(=O)N2CCCC(NC(=O)N3CCN(c4ccccc4)CC3)C2)cc1 (stereo not given),0.2,103
Cc1cccc(OCCCC(=O)Nc2sc3c(c2C(N)=O)CCC(C)C3)c1 (stereo not given),-0.6,101
CC1=C(C(=O)Nc2cccc(Cl)c2C)C2(CCCCCC2)OC1=O,0.4,108
O=C(O)CNC(=O)/C=C/c1ccccc1F,-0.2,101
Cc1c(C(=O)NC2CCCC2)oc2ccc3c(c12)C=CC1(CCCC1)O3,-0.6,100
CCOC(=O)c1c(C)oc2nc(C)nc(NCCc3ccc(S(N)(=O)=O)cc3)c12,-0.3,105
Cc1cc(C(F)(F)F)nc2snc(Br)c12,-0.1,101
CN(C)/C=N/S(=O)(=O)c1cc(Cl)sc1Cl,-0.3,100
CC1CCN(C(=O)c2ccccc2NC(=O)c2nsc3ccccc23)CC1,0.6,110
CN(C)c1ccc(/C=C2\SC(=S)NC2=O)cc1,-11,69

canonical_smiles,Polio RdRp inh FP z-score,Polio RdRp inh
Cc1nc2sccn2c(=O)c1S(=O)(=O)NCc1ccccc1,0.4,107
COc1ccc2c(CNCCc3cccs3)c(C(=O)O)n(Cc3ccccc3)c2c1,1.1,113
COc1ccccc1Cc1nnc(C(=O)NCCc2ccccc2)o1,0.7,104
Cc1sc2ncnc(OCC(=O)N3CC(C)CC(C)C3)c2c1C (stereo not given),0.2,106
COC(=O)c1c(N=CN(C)C)c(C#N)c2n1CCCC2,0.3,101
CC(C)c1ccc(NC(=O)CN2C(=O)c3cccc4cccc2c34)cc1,0.5,106
CC(N)c1nc2ccccc2[nH]1 (stereo not given),0.7,103
CCOC(=O)Cn1nc(-c2ccc(Cl)cc2)ccc1=O,-1,99
O=C(C1CCCO1)N1CCN(c2ccc(Cl)c(Cl)c2)CC1 (stereo not given),-0.4,100
COc1cc(NC(=O)N(Cc2ccco2)C2CCN(C(C)=O)CC2)cc(OC)c1OC,0.5,113
Cc1ccc(N(C(=O)c2ccccn2)C2(C(=O)Nc3c(C)cccc3C)CCCCC2)cc1,0.6,107
O=C1CN(CC(=O)NC(=O)NCc2ccccc2)CCN1,-0.1,100
COc1cc(OC)c(NC(=O)CC(C)S(=O)(=O)c2ccc3c(c2)NC(=O)CO3)cc1Cl (stereo not given),-0.2,105
C=CCN1C=C/C(=C\C=C(C#N)C#N)c2ccccc21,0.5,103
CC(CCc1ccccc1)NC(=O)CSc1n[nH]c(-c2ccccc2Cl)n1 (stereo not given),-0.1,108
CCN1C(=O)/C(=C2\SC(=O)N(Cc3ccccc3)C2=O)c2ccccc21,-0.4,101
N#CCSc1ccc(-c2ccco2)nn1,0.3,107
CN(C)S(=O)(=O)CC12CCC(CC1=O)C2(C)C (stereo not given),0.5,102
CCn1c(CSc2nc3ccccc3s2)nnc1SCc1ccc(C(=O)OC)o1,-0.3,100
C/C(=N/O)c1cc(C(C)(C)C)c(O)c(C(C)(C)C)c1,-0.5,100

canonical_smiles,Polio RdRp inh FP z-score,Polio RdRp inh
CCC1CCc2c(sc3ncnc(N4CCOCC4)c23)C1 (stereo not given),0.3,103
COc1ccc(C(=O)c2sc3nc(-c4ccco4)cc(C(F)(F)F)c3c2N)cc1OC,-2.4,90
COC(=O)c1ccccc1NC(=O)CN1CCC(C)CC1,0.2,101
Cn1c(=O)n(C)c2cc(N3CCCC3)c(NC(=O)Nc3ccccc3)cc21,-1.6,106
O=C(Oc1ccc(OC(=O)N2CCOCC2)cc1)N1CCOCC1,0.1,102
Cc1cc(=O)n(CC(C)C)c(O)c1C#N,0.1,101
Cc1ccc(-c2nc(C#N)c(NCc3ccc4c(c3)OCO4)o2)cc1,0,104
C=C(C)CSc1nc2ccccc2s1,0.2,103
Cn1c(Oc2ccc(Cl)cc2)nc2c1c(=O)n(Cc1ccc(F)cc1)c(=O)n2C,0.5,114
CC(C)N(Cn1nc(-c2ccccc2)n(-c2ccccc2)c1=S)C(C)C,-0.3,100
CCn1nnc2c(NC3CCCCC3)ncnc21,0.1,101
CCc1cc2c(N3CCN(c4nc(C)cc(C)n4)CC3)ncnc2s1,-0.2,102
O=C(CSc1nnc(-c2ccc(Cl)cc2Cl)n1Cc1ccco1)c1ccc[nH]1,1,110
CCc1ccccc1NC(=O)c1cc(S(=O)(=O)N2CCCC2)cn1C,-0.1,106
O=C(NCc1ccco1)c1ccccc1NCCOc1ccc(Cl)cc1,-0.4,102
O=C(NCCN1CCOCC1)c1ccc(-n2ccc3ccccc32)s1,-1,98
CCc1n[nH]c(=O)n1Cn1c(CC)n[nH]c1=O,0.1,102
COc1ccc(Cn2c(C(=O)O)c(CNCc3ccc(SC)cc3)c3ccc(OC)cc32)cc1,0.4,109
Cc1nn(Cc2ccccc2)c(Cl)c1/C=N/n1c(C)nc2ccccc2c1=O,0,103
O=C(Nc1ccc(Br)cc1)c1cnc2ccccn2c1=O,0.8,102

Among those listed so far, these have an aryl thioether with sulfur outside any ring:
canonical_smiles,Polio RdRp inh FP z-score,Polio RdRp inh
COc1ccc(NC(=O)CSc2nc(-c3cc(OC)c(OC)c(OC)c3)[nH]c2-c2ccc(F)cc2)cc1,-0.8,109
CSc1ccc(CCNC(=O)c2ccc3c(Cl)c4c(nc3c2)CCCC4)cc1,0.2,105
CC(CCc1ccccc1)NC(=O)CSc1n[nH]c(-c2ccccc2Cl)n1 (stereo not given),-0.1,108
N#CCSc1ccc(-c2ccco2)nn1,0.3,107
CCn1c(CSc2nc3ccccc3s2)nnc1SCc1ccc(C(=O)OC)o1,-0.3,100
C=C(C)CSc1nc2ccccc2s1,0.2,103
O=C(CSc1nnc(-c2ccc(Cl)cc2Cl)n1Cc1ccco1)c1ccc[nH]1,1,110
COc1ccc(Cn2c(C(=O)O)c(CNCc3ccc(SC)cc3)c3ccc(OC)cc32)cc1,0.4,109

More records
canonical_smiles,Polio RdRp inh FP z-score,Polio RdRp inh
COc1cc(NC(=O)Cn2ncc3c(=O)oc4ccccc4c32)cc(OC)c1OC,0.6,110
C=CCn1cc(C(=O)NCCN2CCCCCC2)c(=O)c2cc(S(=O)(=O)N(CC)CC)ccc21,-0.6,100
O=C(c1nsc2ccccc12)N1CCCCC1,0.3,103
CCOC(=O)c1c(-c2ccccc2)oc2ccc(NS(=O)(=O)c3ccc(C(C)C)cc3)cc12,1.1,108
Cc1ccc(Cl)cc1N1CCN(C(=O)c2ccccc2N(Cc2ccccc2)S(C)(=O)=O)CC1,0.4,103
N#Cc1c(-c2ccco2)cc(-c2cccc(S(=O)(=O)N3CCCCC3)c2)n2c1nc1ccccc12,-12,45
C=CCn1c(C)cc(C(=O)COC(=O)C2CC(=O)N(Cc3ccccc3)C2)c1C (stereo not given),0.2,105
CC(NC(=O)CSc1n[nH]c(N)n1)C1CC2CCC1C2 (stereo not given),0,104
O=C(CSc1nc2ccccc2o1)NN=C1CCCC1,1.4,106
CCCNC(=O)c1cc2sc(Cl)cc2n1CC,-1.4,99
Oc1ccccc1N=Cc1ccncc1,1,115
CC1=C(C(=O)Nc2ccccc2)C(c2ccccc2Cl)n2ncc(C(=O)Nc3cccc(C)c3)c2N1 (stereo not given),0.2,106
CCc1ccc(N2C(=O)CS(=O)(=O)C23C(=O)N(Cc2ccccc2F)c2ccccc23)cc1 (stereo not given),-0.4,104
CCCNC(=O)C1CCC(Cn2c(=O)c3sccc3n(CC(=O)N(CC)CC)c2=O)CC1 (stereo not given),1.7,114
C/C=C/C=N/N=C/C1=C(N2CCOCC2)C(=C\c2ccccc2)/CC1,0.1,101
CCCc1ccc(-c2cc(N)n(-c3ccccc3)n2)cc1,0,101
COC(=O)c1sccc1NC(=O)c1cc(S(=O)(=O)N(C)C)oc1C,0,103
CC(N=C1SCCN1C(=O)c1ccc(NC(N)=O)cc1)c1ccccc1 (stereo not given),-2,94
CCOC(=O)c1cc2c(=O)n3ccccc3nc2n(CC2CCCO2)c1=NC(=O)c1ccc(C)cc1 (stereo not given),-5.3,88
CCC(C)(C)NC(=O)CCn1ccc(C)n1,-0.8,99

7 of the compounds above, with two lines to a compound:
Each structure is followed by: Polio RdRp inh FP z-score | Polio RdRp inh
> Cc1ccc(Cl)cc1N1CCN(C(=O)c2ccccc2N(Cc2ccccc2)S(C)(=O)=O)CC1
 : 0.4 | 103
> Oc1ccccc1N=Cc1ccncc1
 : 1 | 115
> CCCNC(=O)C1CCC(Cn2c(=O)c3sccc3n(CC(=O)N(CC)CC)c2=O)CC1 (stereo not given)
 : 1.7 | 114
> CC(N=C1SCCN1C(=O)c1ccc(NC(N)=O)cc1)c1ccccc1 (stereo not given)
 : -2 | 94
> CCOC(=O)c1cc2c(=O)n3ccccc3nc2n(CC2CCCO2)c1=NC(=O)c1ccc(C)cc1 (stereo not given)
 : -5.3 | 88
> O=C(CSc1nc2ccccc2o1)NN=C1CCCC1
 : 1.4 | 106
> C=CCn1cc(C(=O)NCCN2CCCCCC2)c(=O)c2cc(S(=O)(=O)N(CC)CC)ccc21
 : -0.6 | 100

The list goes on:
canonical_smiles,Polio RdRp inh FP z-score,Polio RdRp inh
CC(=O)NC(C(=O)N1CCN(S(=O)(=O)c2cccs2)CC1)C(C)C (stereo not given),-0.2,102
Nc1nc(SCC(=O)NCCc2ccccc2)n[nH]1,-0.4,98
NC(=S)N/N=C/c1ccccc1OCC(=O)O,-0.4,101
COC(=O)c1ccsc1NC(=O)C1=COCCO1,0.4,103
Cn1c(=O)[nH]c(=O)c2c1nc1n2CCCC1c1ccccc1 (stereo not given),-0.1,103
O=C(Nc1cc2cc(Br)ccc2oc1=O)C1CCCCC1,-0.2,101
COc1cc2c(cc1OC)CN(CC1=CCC3CC1C3(C)C)CC2 (stereo not given),-0.5,99
O=C(CCSCCc1ccccn1)Nc1ccc(Cl)cc1,0.5,108
CCc1ccc(CNC(=O)CCc2c(C)nn(-c3ccc(N4CCCC4)nn3)c2C)cc1,0.3,108
N#Cc1c(N)n(Cc2ccccc2)c2nc3ccccc3nc12,-0.5,100
CCc1ccccc1NC(=O)Cn1c(=O)n(Cc2ccco2)c(=O)c2ccccc21,-0.9,103
O=C(CCn1cnc2onc(-c3ccc(F)cc3)c2c1=O)Nc1cccc(Cl)c1,0,102
Cc1ccc(OCC(=O)Nc2ccc3nc(SCC(=O)N4CCOCC4)sc3c2)cc1C,1.2,112
O=C(C1c2ccccc2Oc2ccccc21)N1CCCc2ccccc21,0.5,108
CCOc1ccccc1CNS(=O)(=O)c1ccc2c(c1)C(C)(C)C(=O)N2C,0,106
O=C1N(c2ccccc2)C(c2ccco2)C1(F)F (stereo not given),-0.4,101
O=C(CSc1ccccc1C(=O)NCCCN1CCCC1=O)NCc1ccco1,0.6,105
Cc1ccc(C(=O)NCC(c2cccs2)S(=O)(=O)c2cccs2)cc1C (stereo not given),0.8,111
CCOC(=O)c1cnn(C(C)(C)C)c1C1CCN(C(=O)OC(C)(C)C)CC1,0.8,102
Cc1ccc(NC(=O)NCCCN2CCOCC2)cc1,0.4,101

canonical_smiles,Polio RdRp inh FP z-score,Polio RdRp inh
O=C(Nc1ccccc1C(F)(F)F)c1cc(-c2ccc3c(c2)OCCO3)on1,-0.3,103
O/N=C1\CCC2CN(C3CCCCC3)CC2C1 (stereo not given),-0.4,100
CC1Cn2c(nnc2-c2cc3ccccc3cc2O)S1 (stereo not given),0.2,101
CCc1ccccc1S(=O)(=O)Cc1ccc(C(=O)NC(C)C)o1,0.4,102
O=C(Cn1cnc2ccccc2c1=O)N1CCc2ccccc21,0.3,106
C/C(=N\NC(=O)CCc1ccccc1)c1cccc(N)c1,-0.1,101
CSC1=NC2(CCCCC2)C2=C(CCCC2)N1,-0.5,99
O=C(O)C1CCC(=O)N1C(=O)/C=C/c1ccccc1 (stereo not given),-0.3,101
COc1ccc(NC(=O)CC(C)S(=O)(=O)c2cc3c(cc2C)NC(=O)CO3)cc1OC (stereo not given),0,106
CN1C(=O)c2ccccc2C(C(=O)Nc2ccc(F)c(Cl)c2)C1c1c[nH]c2ccccc12 (stereo not given),-2.2,99
COCc1cc(C)nc2sc3c(c12)NC(c1ccc(O)cc1)N(c1ccc(C)cc1)C3=O (stereo not given),-1.2,103
CC(C)(C)C(=O)/C=C1\SCC(=O)N1CC(=O)Nc1ccccc1C#N,5,139
CC(C)c1ccc(NC(=O)C2CCC(CNS(=O)(=O)c3cccc4cccnc34)CC2)cc1 (stereo not given),0,102
CCc1ccc(S(=O)(=O)c2cn(C)c3cc(OC)c(OC)cc3c2=O)cc1,-0.9,101
COc1ccc(NC(=O)COC(=O)C2CC(=O)N(Cc3ccc(C)cc3)C2)cc1 (stereo not given),-0.3,103
Cc1cccc(-n2ncc3c(N(CC(C)C)CC(C)C)ncnc32)c1,1.3,105
Cn1cnc2c(NCc3ccccc3)nc(NCCO)nc21,-0.4&0.2,98&100

Bioassay records as filed in PubChem BioAssay.

These rows are one share of the data; rates above refer to the full screens.
